# APE1 inh: blocks human APE1 abasic DNA cleavage; AID 2517; 350,000 compounds, 0.35% hits; Potency, µM (doses to about 65.8 µM), for inactives: at the highest dose activity change, negative = inhibition, hits mostly inhibitors; recombinant APE1, TAMRA/BHQ-2 abasic DNA cleavage fluorescence; P27695;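 note: plate controls were vehicle for no effect and reference inhibitor for full effect; nearly all actives have a fitted effect of over 55% in size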
# Target sequence (P27695 whole entry, looked up): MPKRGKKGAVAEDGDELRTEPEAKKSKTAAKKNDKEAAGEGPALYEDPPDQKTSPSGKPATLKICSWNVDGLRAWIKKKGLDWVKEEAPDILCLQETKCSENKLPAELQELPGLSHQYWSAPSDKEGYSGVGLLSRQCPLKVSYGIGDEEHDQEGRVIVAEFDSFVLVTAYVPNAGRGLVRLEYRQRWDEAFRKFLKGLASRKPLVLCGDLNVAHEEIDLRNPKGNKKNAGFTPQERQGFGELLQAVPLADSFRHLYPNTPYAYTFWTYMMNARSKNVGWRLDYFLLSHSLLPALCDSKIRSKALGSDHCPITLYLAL
#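 Substrate: short duplex with […] THF abasic site, 5'-TAMRA and 3'-BHQ-2, 50 nM final. APE1 at 0.75 nM, preincubated 15 min RT with compound. Fluorescence increase from first to third read measured activity.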
# Pol eta inh: DNA polymerase eta (human) inhibition; Q9Y253; recombinant Pol eta, fluorescent DNA replication assay; Potency, µM (top dose mostly 114 µM), for inactives: at the highest dose activity change, negative = inhibition, hits mostly inhibitors; 390,000 compounds, 1.2% hits; AID 588591
# Target sequence (Q9Y253 whole entry, looked up): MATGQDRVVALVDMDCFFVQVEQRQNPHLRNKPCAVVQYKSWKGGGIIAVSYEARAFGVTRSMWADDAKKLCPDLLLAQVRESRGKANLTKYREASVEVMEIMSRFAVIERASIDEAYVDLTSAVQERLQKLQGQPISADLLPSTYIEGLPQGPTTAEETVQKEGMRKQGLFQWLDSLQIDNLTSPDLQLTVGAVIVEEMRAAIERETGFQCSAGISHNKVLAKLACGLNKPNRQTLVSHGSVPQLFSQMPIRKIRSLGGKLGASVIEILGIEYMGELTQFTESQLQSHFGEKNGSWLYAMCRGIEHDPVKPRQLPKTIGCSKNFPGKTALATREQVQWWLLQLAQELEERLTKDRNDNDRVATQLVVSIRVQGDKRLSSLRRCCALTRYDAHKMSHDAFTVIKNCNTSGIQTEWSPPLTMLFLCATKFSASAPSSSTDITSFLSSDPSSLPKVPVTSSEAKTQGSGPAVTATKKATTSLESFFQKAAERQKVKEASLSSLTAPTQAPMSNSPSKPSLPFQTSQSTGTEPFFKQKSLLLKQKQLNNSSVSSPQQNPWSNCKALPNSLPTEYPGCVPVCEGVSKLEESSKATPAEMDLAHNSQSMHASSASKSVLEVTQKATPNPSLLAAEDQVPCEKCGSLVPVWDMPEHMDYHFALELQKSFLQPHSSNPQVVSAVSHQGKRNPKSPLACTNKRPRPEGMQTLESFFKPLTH
#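 Pol eta at 10 nM preincubated with compounds 15 min at room temperature; reaction started with fluorescent substrate (50 nM final) and read kinetically at 0 and 10 min.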
# BLM helicase inh: blocks DNA unwinding by human BLM helicase. recombinant BLM DNA unwinding, fluorescence dequenching. 350,000 compounds, 0.2% hits. P54132. Potency, µM (highest dose often 56.1 µM), inactives show at the top dose activity change, negative = inhibition, actives largely listed as inhibitors;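 note: plate controls were vehicle for no effect and no enzyme for full effect; nearly all actives have a fitted effect of over 35% in size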
# POLK inh: DNA polymerase kappa (human) inhibition; Q9UBT6; purified Pol kappa, fluorescent DNA synthesis assay, 10 min; Potency, µM (highest dose often 107 µM), for inactives: at the highest dose activity, negative = inhibition, most hits filed as inhibitors; 400,000 compounds, 0.53% hits; AID 588579
#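 Activity was followed as the change in fluorescence between reads at 0 and 10 min after starting the reaction with 50 nM substrate. Beforehand, 10 nM polymerase had been preincubated with compound for 15 min at room temperature.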
# Starred values were filed as active, the others as inactive; ? = inconclusive; / = not tested or not shown; & = joins results of further samples; [ ] = another dose, or the depositor's remark. Calls come from the whole dose curve; as a rule, active = well fitted curve in the direction sought with a large enough effect; inconclusive = small, poorly fitted or top-dose-only effect, or another doubt; inactive = no such curve, though single readings can be large; an effect the other way counts as inactive or inconclusive. Unless noted, % is set by controls: 0 for no effect and ±100 for the full control effect; potency is the fitted concentration of half-maximal effect.
no. | canonical_smiles | APE1 inh | BLM helicase inh | Pol eta inh | POLK inh
1 | O=C(COc1cccc(F)c1)Nc1nc(-c2ccccn2)cs1 | / | / | ? | /
2 | O=C(CNC(=O)c1cccc(-n2cccc2)c1)Nc1ccccc1Br | / | / | 32µM* | /
3 | COc1ccc(-n2c(=O)c3c4c(sc3n(CC(=O)NCC3CCCO3)c2=O)CN(C(C)=O)CC4)cc1OC (stereo not drawn) | / | / | -15% | /
4 | C[C@H](O)[C@@H]1C(=O)N2CCc3ccc(-c4ccccc4)cc3[C@@H]2C[C@@H]1N(C)C(=O)c1cccnc1 | / | / | -10% | /
5 | O=C(OCc1cn([C@H]2C[C@H](c3ccccc3)N(C(=O)c3cccs3)C[C@@H]2O)nn1)c1ccccc1 | / | / | -20% | /
6 | O=C(NNC(=O)c1cccs1)c1ccccn1 | / | / | 0% | /
7 | C[C@H](CO)NC(=O)c1nc[nH]c1C(=O)N[C@@H](C)c1ccccc1 | / | / | 5% | /
8 | C[C@H]1CN([C@@H](C)CO)C(=O)CCCn2nncc2CO[C@H]1CN(C)C(=O)c1cc(-c2ccccc2)on1 | / | / | -13% | /
9 | CN(C)C(=O)N1CCc2ccc([N+](=O)[O-])cc21 | / | / | -22% | /
10 | Cc1nn(CC(=O)NC2CCCCC2)c(C)c1[N+](=O)[O-] | / | / | -11% | /

# Next section; the last two above are carried over.
no. | canonical_smiles | APE1 inh | BLM helicase inh | Pol eta inh | POLK inh
9 | CN(C)C(=O)N1CCc2ccc([N+](=O)[O-])cc21 | / | / | -22% | /
10 | Cc1nn(CC(=O)NC2CCCCC2)c(C)c1[N+](=O)[O-] | / | / | -11% | /
11 | O=C(Cn1cnc([N+](=O)[O-])c1)Nc1ccc(Cl)cc1Cl | / | / | -5% | /
12 | C[C@@H]1CN([C@H](C)CO)C(=O)c2cc(Br)cnc2O[C@@H]1CN(C)C(=O)c1ccccc1 | / | / | -22% | /
13 | Cc1ccc(-c2ccc(CN3C(C)C(=O)N(Cc4cn(CCC5OCCCO5)nn4)CCS3(=O)=O)cc2)cc1 (stereo not drawn) | / | / | -6% | /
14 | CC1=CC2=C(C=O)C(=O)C(C)(O)C(O)C2=CO1 (stereo not drawn) | / | / | -10% | /
15 | C[C@@H](C[C@H](N)C(=O)O)C(=O)O | 2% | / | / | -1%[19.4 µM]
16 | CC1NC(=O)C(N)CNC(=O)C(C2CCN=C(N)N2)NC(=O)/C(=C/NC(N)=O)NC(=O)C(CNC(=O)CC(N)CCCN)NC1=O (stereo not drawn) | / | 33%[activator] | / | 20%[60.1 µM]
17 | C=C1C[C@@]23C[C@@]1(O)CCC2[C@@]12C=CC(O)[C@](C)(C(=O)O1)C2C3C(=O)O (stereo partly drawn) | 0% | 2% | / | -5%[60.1 µM]
18 | c1ccc(-c2nn[nH]n2)c(Nc2cccc3c2CCCC3)c1 | ? | -19% | / | ?
19 | CC1CCC(C(C)(C)O)CC2=C1CCC2C (stereo not drawn) | 5% | 1% | / | -4%[60.1 µM]
20 | O=C1OCCC1N(C(=O)C1CC1)c1cccc(Cl)c1 (stereo not drawn) | -2% | 2% | / | -4%[60.1 µM]

no. | canonical_smiles | APE1 inh | BLM helicase inh | Pol eta inh | POLK inh
21 | CC1CC[C@@]2(OC1)OC1CC3C4CC[C@H]5CC(O)CC[C@@]5(C)C4CC[C@]3(C)C1C2C (stereo partly drawn) | -1% | 5% | / | -10%[60.1 µM]
22 | CC1=C(C(=O)O)N2C(=O)C(NC(=O)C(N)C3=CCC=CC3)C2SC1 (stereo not drawn) | -2% | -1% | / | ?
23 | CC(=O)O[C@]1(C)CC[C@]23CC1C(C)(C)C2CC[C@@H]3C (stereo partly drawn) | 2% | 0% | / | -2%[60.1 µM]
24 | O=C(/C=C/c1ccc(O)cc1)OC[C@H]1O[C@@H](Oc2c(-c3ccc(O)cc3)oc3cc(O)cc(O)c3c2=O)[C@H](O)[C@@H](O)[C@@H]1O | -4% | 3% | / | -5%[60.1 µM]
25 | CC1(C)CC2C1CC[C@]1(C)CCC3C(C(=O)O)CC(=O)O[C@]32C1 (stereo partly drawn) | -3% | -1% | / | -5%[60.1 µM]
26 | FC(F)(F)c1ccccc1-c1nc(Nc2ccncc2)c2ccccc2n1 | 3% | 4% | / | -8%[60.1 µM]
27 | CN(Cc1ccco1)c1ccnc(-c2cccc(NS(C)(=O)=O)c2)n1 | 2% | -1% | / | -10%[60.1 µM]
28 | N#Cc1ccccc1OC[C@H](O)CNCCNC(=O)Nc1ccccc1 | ? | 0% | / | -5%[19.4 µM]
29 | C=CC1=C(C)C2=Cc3c(C=C)c(C)c4[n]3[Sn+2][n]3c(c(C)c(CCC(=O)O)c3=CC3=NC(=C4)C(C)=C3CCC(=O)O)=CC1=N2 | 8.9µM* | -22% | / | 13µM*
30 | c1ccc2c(Nc3ccncc3)nc(-c3ccc4c(c3)OCO4)nc2c1 | -3% | -15% | / | ?

no. | canonical_smiles | APE1 inh | BLM helicase inh | Pol eta inh | POLK inh
31 | CCN(c1ccccc1)c1cc(NC)[n+](C)c(C)n1 | -4% | -1% | / | -6%[19.4 µM]
32 | Cc1oc(C)c(C(=O)Nc2ccccc2)c1C | -1% | -3% | / | -5%[60.1 µM]
33 | CC(=O)OC1CC2C(C)(C)C(=O)CC[C@]2(C)C2CC[C@@]3(C)C(c4ccoc4)OC(=O)C4OC43[C@]12C (stereo partly drawn) | 0% | -4% | / | -3%[60.1 µM]
34 | CSCC[C@H](NC(=O)[C@H](CC(C)C)NC(=O)CNC(=O)[C@H](Cc1ccccc1)NC(=O)[C@H](Cc1ccccc1)NC(=O)[C@H](CCC(N)=O)NC(=O)[C@H](CCC(N)=O)NC(=O)[C@@H]1CCCN1C(=O)[C@H](CCCCN)NC(=O)[C@@H]1CCCN1C(=O)[C@H](CCCN=C(N)N)NC(=O)CCCCC1SCC2NC(=O)NC21)C(N)=O (stereo partly drawn) | 1% | 1% | / | 11%[60.1 µM]
35 | CN1CCN(c2ccc(Nc3c4ccccc4nc4ccccc34)cc2)CC1 | 22µM* | 20µM* | / | 19µM*
36 | CC(=O)OCOC(=O)CNc1ccccc1OCCOc1ccccc1NCC(=O)OCOC(C)=O | -2% | 0% | / | -14%[12 µM]
37 | COc1cc2c(c(OC)c1OC)-c1c(cc3c(c1OC)OCO3)CC(C)C(C)C2 (stereo not drawn) | -3% | -12% | / | -6%[60.1 µM]
38 | N[C@@H](CCCCNC(=O)CCCC[C@@H]1SC[C@H]2NC(=O)N[C@H]12)C(=O)O | 10% | -1% | / | 7%[60.1 µM]
39 | NCCCC[C@H](N)C(=O)N[C@@H](CCCN=C(N)N)C(=O)N1CCC[C@H]1C(=O)N1CCC[C@H]1C(=O)NCC(=O)N[C@@H](Cc1ccccc1)C(=O)N[C@@H](CO)C(=O)N1CCC[C@H]1C(=O)N[C@@H](Cc1ccccc1)C(=O)O | -4% | 1% | / | 15%[60.1 µM]
40 | Cc1ccc(S(=O)(=O)/C=C\C#N)cc1 | 0% | -2% | / | -1%[19.4 µM]

no. | canonical_smiles | APE1 inh | BLM helicase inh | Pol eta inh | POLK inh
41 | CC[C@H](C)[C@H](NC(=O)CNC(=O)[C@H](CCCNC(=N)N)NC(=O)CNC(=O)[C@@H](NC(=O)[C@H](Cc1ccc(O)cc1)NC(=O)[C@H](Cc1c[nH]c2ccccc12)NC(=O)[C@H](C)NC(=O)[C@@H]1CCCN1C(=O)[C@H](CC(N)=O)NC(=O)[C@@H](NC(=O)[C@H](CC(=O)O)NC(=O)[C@@H]1CCCN1C(=O)[C@@H](N)[C@@H](C)O)[C@@H](C)CC)[C@@H](C)O)C(=O)N[C@@H](CCCNC(=N)N)C(=O)N1CCC[C@H]1C(=O)N[C@H](C(=O)NCC(=O)N[C@@H](CCCNC(=N)N)C(=O)N[C@@H](Cc1ccccc1)C(N)=O)C(C)C | 12% | -12% | / | -4%[12 µM]
42 | COc1ccc2c(c1OC)OCC(c1ccc(OC)c(OC)c1OC)C2 (stereo not drawn) | 4% | -8% | / | -4%[60.1 µM]
43 | C=C1C(C2(C)C=CC(=O)C(C)(C)C2CC(=O)OC)CC[C@@]2(C)C(c3ccoc3)OC(=O)C3OC132 (stereo partly drawn) | 16% | 0% | / | -6%[60.1 µM]
44 | NCC(=O)N[C@@H](CCCN=C(N)N)C(=O)NCC(=O)N[C@@H](CCC(=O)O)C(=O)N[C@@H](CO)C(=O)O | -4% | 0% | / | 14%[60.1 µM]
45 | O=C(O)[C@H]1O[C@@H](Oc2ccc3ccc(=O)oc3c2)[C@H](O)[C@@H](O)[C@@H]1O | 2% | 0% | / | 17%[60.1 µM]
46 | C#CCCCCCCCCCCCc1ccco1 | 0% | -2% | / | -7%[60.1 µM]
47 | CN1CCN(c2ccnc(-c3ccccc3C(F)(F)F)n2)CC1 | 1% | 1% | / | -10%[60.1 µM]
48 | Cc1c(S(=O)(=O)O)oc2c1C(=O)C(=O)c1c-2ccc2c1CCCC2(C)C | -2% | 32µM* | / | 35µM*
49 | c1csc(CNc2ncncc2-c2ccc3c(c2)OCO3)c1 | 2% | 1% | / | -19%[60.1 µM]
50 | CC[C@H](C)[C@H](NC(=O)[C@H](CO)NC(=O)[C@H](C)NC(=O)[C@H](C)NC(=O)[C@H](CCC(N)=O)NC(=O)[C@H](CCCCN)NC(=O)[C@H](CCCN=C(N)N)NC(=O)[C@@H](N)CS)C(=O)N[C@@H](CCCCN)C(=O)N[C@H](C(=O)N[C@@H](C)C(=O)N[C@H](C(=O)N[C@@H](CO)C(=O)O)C(C)C)C(C)C | 0% | 1% | / | 10%[60.1 µM]

# Gathered by group: those above with a Cl atom
no. | canonical_smiles | APE1 inh | BLM helicase inh | Pol eta inh | POLK inh
11 | O=C(Cn1cnc([N+](=O)[O-])c1)Nc1ccc(Cl)cc1Cl | / | / | -5% | /
20 | O=C1OCCC1N(C(=O)C1CC1)c1cccc(Cl)c1 (stereo not drawn) | -2% | 2% | / | -4%[60.1 µM]

# Going on with the list:
no. | canonical_smiles | APE1 inh | BLM helicase inh | Pol eta inh | POLK inh
51 | C1CCN2CC3CC(CN4CCCC[C@@H]34)C2C1 (stereo partly drawn) | -2% | 3% | / | -13%[19.4 µM]
52 | Cc1ccccc1-c1cncnc1NCCN1CCOCC1 | 4% | 2% | / | -1%[60.1 µM]
53 | N[C@@H](C(=O)O)c1ccc(C(=O)O)cc1 | ? | -3%&-3% | / | -5%&-10%[19.4 µM]
54 | OC[C@H]1O[C@H](n2cnc3c(NC4CCCC4)nc(Cl)nc32)[C@@H](O)[C@@H]1O | -4% | 1% | / | -7%[19.4 µM]
55 | COc1ccc(CNc2nc(NCc3ccc(OC)cc3)c3ncn(C(C)C)c3n2)cc1 | ? | -9% | / | 0%[60.1 µM]
56 | COc1ccccc1CNc1ncnc2ccc(-c3cccnc3)cc12 | ? | -3% | / | 5%[60.1 µM]
57 | CC1(C)OC2C(CO)OC(n3cnc4c(=O)[nH]cnc43)C2O1 (stereo not drawn) | 2% | 2% | / | 0%[60.1 µM]

# Three structures out of the list, sorted by count of non-hydrogen atoms, descending:
no. | canonical_smiles | APE1 inh | BLM helicase inh | Pol eta inh | POLK inh
55 | COc1ccc(CNc2nc(NCc3ccc(OC)cc3)c3ncn(C(C)C)c3n2)cc1 | ? | -9% | / | 0%[60.1 µM]
57 | CC1(C)OC2C(CO)OC(n3cnc4c(=O)[nH]cnc43)C2O1 (stereo not drawn) | 2% | 2% | / | 0%[60.1 µM]
53 | N[C@@H](C(=O)O)c1ccc(C(=O)O)cc1 | ? | -3%&-3% | / | -5%&-10%[19.4 µM]

# From PubChem BioAssay

# These rows are one share of the data. The share of hits here may be higher or lower than overall.
